Screening data deposited in PubChem by several laboratories.
p47phox inh: blocks human p47phox regulatory protein of NADPH oxidases; 220,000 tested, 0.53% active; AID 1274; P14598; p47phox/p22phox peptide binding, fluorescence polarization, 2 h; inhibition, % at 24.7 µM;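 active = inhibition above about 30%, limit read from the data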;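 note: 0% = p47phox with labelled peptide and 100% = labelled peptide alone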
Target sequence (P14598 whole entry, looked up): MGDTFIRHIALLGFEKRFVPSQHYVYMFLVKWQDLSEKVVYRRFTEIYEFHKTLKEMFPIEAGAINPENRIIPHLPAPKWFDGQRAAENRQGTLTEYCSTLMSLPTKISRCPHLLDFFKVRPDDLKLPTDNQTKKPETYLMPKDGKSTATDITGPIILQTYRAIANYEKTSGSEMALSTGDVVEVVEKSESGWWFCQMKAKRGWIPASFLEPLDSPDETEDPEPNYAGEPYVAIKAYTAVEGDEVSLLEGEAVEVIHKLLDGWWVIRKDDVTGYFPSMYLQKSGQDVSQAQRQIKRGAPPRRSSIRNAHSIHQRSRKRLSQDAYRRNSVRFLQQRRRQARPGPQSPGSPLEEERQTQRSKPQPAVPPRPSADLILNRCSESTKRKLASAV
TRPML3 ag: agonists of human TRPML3 channel; Q8TDD5; HEK293 TRPML3-YFP, Fluo-8 calcium fluorescence; 100% = the carbachol control signal; 220,000 tested, 0.29% active; activation, % at 3 µM; AID 1448;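 active = activation above its plate's cutoff, the mean activation of the plate's test wells plus 3 SD, cut at about 12% in these data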;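 note: 0% = DMSO only wells and 100% = carbachol wells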
Target sequence (Q8TDD5 whole entry, looked up): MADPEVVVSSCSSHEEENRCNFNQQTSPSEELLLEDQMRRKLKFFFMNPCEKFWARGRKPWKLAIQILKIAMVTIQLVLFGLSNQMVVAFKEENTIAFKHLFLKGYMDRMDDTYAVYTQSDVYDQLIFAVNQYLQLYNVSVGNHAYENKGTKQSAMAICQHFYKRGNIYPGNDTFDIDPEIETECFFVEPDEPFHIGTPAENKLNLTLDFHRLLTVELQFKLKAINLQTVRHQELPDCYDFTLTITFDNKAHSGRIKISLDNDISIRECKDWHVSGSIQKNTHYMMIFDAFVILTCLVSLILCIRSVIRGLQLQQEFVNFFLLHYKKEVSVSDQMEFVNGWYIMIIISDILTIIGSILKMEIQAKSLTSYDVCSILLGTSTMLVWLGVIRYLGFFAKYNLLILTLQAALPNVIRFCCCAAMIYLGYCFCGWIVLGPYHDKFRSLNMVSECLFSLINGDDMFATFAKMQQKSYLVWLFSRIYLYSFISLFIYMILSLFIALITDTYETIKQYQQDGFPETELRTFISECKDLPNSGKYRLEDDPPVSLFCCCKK
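Test system: HEK293 cells stably carrying human TRPML3-YFP; Doses: single dose, 3 µM final nominal compound, 0.3% DMSO final; Schedule: dye loading 1 h 37 °C then 30 min ambient, 125 s read; Technique: Fluo-8 calcium fluorescence; Benchmarks: high control carbachol 87 µM, low control DMSO.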
CHOP inhibitor: CHOP inhibition in unfolded protein response; CHO-K1 CHOP-promoter luciferase, tunicamycin-induced, 15-18 h; inhibition, % at 10 µM; 220,000 tested, 3.8% active; AID 2732;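 active = compounds that reduced the stress-induced luciferase reporter signal by more than about 70% of percent inhibition, limit read from the data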;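 note: 0% = tunicamycin plus vehicle and 100% = wells without tunicamycin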
EBV gp42 inh: EBV gp42 inhibition | Q1HVG2 | Fluorescence polarization binding assay, mP read-out | inhibition, % (tested at 21.74 µM) | 220,000 tested, 0.42% active; in the data active = inhibition above about 50%
PPC-1+TRAIL kill: compounds killing PPC-1 cancer cells with TRAIL present (potentiator screen, no TRAIL-free arm); PPC-1 cells + TRAIL, ATPLite viability luminescence; 220,000 tested, 0.41% active; AID 1443; cell killing (% activity), % at 4 µM;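 active = cell killing above 50% in the first pass at 4 µM, then a duplicate retest at 5 µM averaging 50% or more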;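 note: plate controls were cells with TRAIL plus DMSO for no effect and medium-only wells lacking cells for full effect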
Runt-SMMHC FRET: inhibitors of human RUNX1 Runt domain binding to CBFb-SMMHC; Q01196+Q13951; Cerulean-Runt/Venus-CBFb-SMMHC FRET ratio 530/480, 1 h; inhibition, % at 20 µM; 220,000 tested, 0.74% active;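 active = mean inhibition across duplicate retests at 20 µM reaching about 50%, limit read from the data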;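 note: 0% = DMSO wells and 100% = wells with excess untagged CBFb-SMMHC; inhibitors lower the FRET ratio by blocking Runt binding to CBFb-SMMHC; some results filed as inactive read as strong as hits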
MDM2 E3 inh: Mdm2 E3 ligase (human) inhibition | Q00987 | cell-based MDM2 ubiquitination luciferase reporter, 2 h; 0 = plate control, 100 = twice control, blank-subtracted | signal enhancement, % at 5 µM | 210,000 tested, 0.11% active | AID 1230;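 active = signal enhancement of 30% or more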;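 note: luminescence tracks abundance of the self-degrading MDM2-luciferase fusion protein; higher signal means inhibition of MDM2 E3 ligase activity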
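Assay system: stable mammalian line carrying autodegrading MDM2–luciferase fusion reporter; Input: 2000 cells in each well; Compound dosing: single-point 5 µM; Schedule: 2 h compound exposure at 37 °C; Signal: SteadyLite luciferase luminescence after 15 min room-temperature reagent incubation; Evaluation: % luminescence enhancement versus blank-corrected plate control mean; Benchmarks: plate controls and plate blanks.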
TRPN1 ag: activates the zebrafish TRPN1 channel. HEK293 zebrafish TRPN1-YFP, Fluo-8 calcium fluorescence; 100% = response to 87 µM carbachol. 220,000 tested, 0.18% active. activation, % at 3 µM;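 active = activation above its plate's cutoff, the mean activation of test wells on that plate plus 3 SD, cut at about 19% in these data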;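 note: 0% = DMSO alone and 100% = 87 µM carbachol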
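System: zebrafish TRPN1-YFP in HEK293 cells / Dosing: 3 µM single point / Timing: dye loading 1 h at 37 °C, then 30 min room temperature / Signal: Fluo-8 calcium fluorescence, excitation 470-495 nm, emission 515-575 nm / Read-out basis: percent activation from peak over basal fluorescence ratio, control-normalized / Control set: high carbachol 87 µM, low DMSO alone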
TNF necrop inh: inhibitors of TNF-alpha induced necroptosis in Jurkat FADD-/- cells; Jurkat FADD-/- TNF necroptosis rescue, ATP luminescence, 24 h; 0 = TNF only, 100 = no-TNF cells; activation (protection from cell death), % at 10 µM; 220,000 tested, 0.068% active; AID 463075;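 active = activation, meaning protection from cell death, of at least 50% relative to plate controls; inactive = activation below 50%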;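 note: necroptosis triggered by 40 ng/mL TNF-alpha added together with compound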
Starred values were filed as active, the others as inactive; . = no result given.

SMILES | p47phox inh | TRPML3 ag | CHOP inhibitor | EBV gp42 inh | PPC-1+TRAIL kill | Runt-SMMHC FRET | MDM2 E3 inh | TRPN1 ag | TNF necrop inh
NC(=O)c1ccccc1OCC(=O)NC12CC3CC(CC(C3)C1)C2 | -14 | 1.1 | 9 | -31 | 3 | -5 | . | 0.5 | 0.2
Cc1ccc2c(c1)c1c3n2CCN(C(=O)Cn2c(-c4ccccc4)noc2=O)C3CCC1 (centres undefined) | -19 | 0.7 | 52 | -20 | 12 | -7 | 4 | -0.4 | -4.2
COCCCNC(=O)c1cccc(OC)c1OC | -7 | 0.5 | -11 | -18 | 11 | -1 | -20 | -0.9 | -1.8
COc1cccc(/C=N/n2nnnc2N)c1O | -3 | 0.1 | 2 | -6 | 4 | -97 | -2 | 0.6 | -1.3
O=C(Cc1nnc(NC(=O)Nc2ccccc2)s1)Nc1ccccc1 | -14 | 0.2 | 2 | -10 | 16 | -8 | -9 | 2.9 | 0.4
Cc1noc(C)c1C(=O)Nc1nnc(CC(C)C)s1 | -5 | 0.7 | -5 | -7 | -8 | -1 | -10 | 0.6 | 0.5
COC(=O)c1ccc(/C=C(\C#N)C(=O)NC(C)c2ccccc2)cc1 (centres undefined) | -6 | 0.3 | -8 | 6 | 0 | 3 | -18 | -1.0 | -7.6
FC(F)(F)c1ccc(CN2C[C@@H]3C(c4ccccc4)C4(c5cccnc5)CC3(C4)[C@H]2c2ccccc2)cc1 (some centres undefined) | -24 | . | -3 | -27 | -20 | 1 | 14 | . | -0.9
COc1ccc(CNC(=O)CN(C(=O)Cn2nnc(-c3ccccc3F)n2)c2ccc(C)cc2)cc1 | 2 | 0.1 | 7 | 1 | -2 | -1 | -5 | 0.2 | 1.5
O=c1c(-c2nnc(SCc3ccc(Cl)cc3Cl)o2)cccn1Cc1ccccc1 | -13 | 0.1 | 26 | 3 | 3 | 4 | -5 | 0.7 | -6.2
O=C(/C=C/NNC(=O)c1ccccc1)c1ccccc1 | -5 | 0.3 | -2 | -23 | -2 | 2 | . | 0.2 | 8.5
O=[N+]([O-])c1cccc(S(=O)(=O)NCC2CCCO2)c1 (centres undefined) | -11 | 0.7 | -14 | -14 | 13 | 3 | -5 | 0.7 | 2.0
COc1ccc(N2C(=O)CC(SCC(=O)O)C2=O)cc1 (centres undefined) | -5 | 0.9 | 29 | 0 | 2 | 1 | 5 | -0.3 | 0.1
O=S(=O)(Nc1ccc2c(c1)OCCO2)c1ccc2oc3ccccc3c2c1 | -1 | 1.3 | 52 | -12 | -3 | 1 | -2 | -1.0 | -1.4
Cc1nc2ccccc2cc1C(=O)O | -6 | 0.5 | 3 | 5 | -1 | -4 | -11 | 1.6 | 0.5
Cn1cccc1C(C(=O)NC1CCCCC1)N(C(=O)Cc1cccs1)C1CC1 (centres undefined) | -14 | 0.6 | -7 | -10 | 15 | -2 | -3 | 0.4 | -0.4
C/C(=C\C(=O)c1ccc(Cl)cc1)NCc1ccc2c(c1)OCO2 | -26 | -0.2 | -10 | -25 | -9 | 1 | 0 | 0.8 | 0.3
N=C(c1ccc([N+](=O)[O-])cc1)N1CCCCC1 | 2 | 0.2 | -3 | -5 | 1 | -3 | 0 | -0.3 | 1.3
CC(C)NC(=O)c1ccc(Cl)cc1Cl | 2 | 0.6 | 12 | 1 | 19 | 2 | 4 | 0.3 | 0.1
Cc1cccc(C(=O)CC(=O)c2cc(Cl)ccc2O)c1 | -1 | 0.4 | 108* | -4 | -1 | -8 | 15 | -0.3 | -7.3
O=C(O)c1nccnc1C(=O)Nc1ccccc1-c1ccccc1 | -21 | -0.6 | 6 | -18 | 11 | 0 | -15 | 1.2 | 1.2
CCOC(=O)N/N=C/c1cn(Cc2ccccc2Cl)c2ccccc12 | -14 | 0.2 | 69 | -7 | 22 | -3 | -4 | 0.8 | -1.5
CCOc1ccc(C(=O)CCC(=O)NC(C)C(=O)OC)cc1 (centres undefined) | -17 | -0.2 | 3 | -3 | 5 | -3 | -17 | -1.1 | -2.3
O=C(NCCN1CCOCC1)c1cc2cc([N+](=O)[O-])ccc2s1 | 4 | -1.1 | -9 | -4 | 4 | 4 | -17 | 0.6 | 1.2
Cc1ccc(/C=C/C(=O)Nc2ccc(Oc3ccccc3)cc2)o1 | -21 | 0.8 | 11 | -1 | -1 | 18 | -1 | 4.0 | -0.2
Cc1nc(Nc2ccc3c(c2)OCCO3)c2nnn(Cc3ccccc3Cl)c2n1 | -40 | 0.3 | 70 | -46 | 3 | 7 | -28 | -0.1 | 0.6
Cc1ccc(C(=O)COC(=O)C(C)N2C(=O)C3C4C=CC(C4)C3C2=O)cc1 (centres undefined) | 3 | 0.5 | -19 | 0 | 6 | 2 | 3 | 1.3 | 2.3
CCOC(=O)c1cc(-c2ccccc2)sc1NC(=O)CC | -16 | 0.4 | 37 | -11 | -22 | 1 | -6 | -0.2 | 0.3
CC(=O)COc1cc(C)cc2oc(=O)c(C)c(C)c12 | 7 | 0.1 | -1 | -7 | 18 | -2 | 7 | 0.3 | -2.9
CC(=O)c1cccc(NC(=O)CSCc2ccc(Br)cc2)c1 | -10 | 0.1 | 13 | -12 | 9 | 0 | 1 | 0.7 | 0.9
Cc1nc(NC(=O)c2ccccc2)sc1-c1csc(Nc2ccc(Cl)cc2Cl)n1 | -22 | 0.7 | 36 | -8 | 13 | 3 | -14 | -0.5 | 0.3
O=C(CNC(=O)c1ccco1)NCC(=O)OCc1cccc(Cl)c1 | -6 | 0.0 | 20 | -3 | -30 | -5 | -6 | -0.8 | -0.7
CCN1CCC(NC(=O)Nc2cc(Cl)ccc2OC)CC1 | 3 | 0.7 | 0 | 7 | 4 | -4 | -10 | -0.3 | 2.9
Cc1cc(C)cc(NC(=O)Oc2ccccc2N2CCCCC2)c1 | -9 | 0.9 | 35 | -9 | -12 | -23 | -9 | 0.7 | -0.7
N#CCCN(C(=O)COC(=O)c1ccc2c(c1)NC(=O)CS2)c1ccc2c(c1)OCCO2 | -5 | 1.2 | -4 | -11 | -1 | 6 | -2 | 2.5 | -2.7
COC(=O)c1ccc(C23CC4(C2)[C@H](CN(C)[C@@H]4c2ccccc2)C3c2ccc(Cl)nc2)cc1 (some centres undefined) | -27 | . | 24 | -2 | 8 | 3 | 18 | . | -3.3
O=C(CNC1CCCCCC1)Nc1ccc(S(=O)(=O)NC2CC2)cc1 | -6 | 0.9 | 6 | -13 | -2 | 3 | -9 | -0.8 | 2.3
CC1(C)CC(=O)C/C(=N/Nc2nc3ccccc3s2)C1 | 2 | -0.1 | 19 | -5 | 14 | -3 | -19 | 2.2 | 1.9
Cc1cccc(Nc2nnc(SCC(=O)NCc3cccs3)s2)c1 | -10 | -0.2 | -2 | 7 | 34 | -5 | -3 | -1.2 | 0.4
CCOc1ccc(Oc2cc(NC(=O)c3ccco3)cc([N+](=O)[O-])c2)cc1 | -17 | -0.9 | 87* | 3 | 28 | 4 | 4 | -1.9 | -1.3

2 entries from above in another layout.
mol	p47phox inh	TRPML3 ag	CHOP inhibitor	EBV gp42 inh	PPC-1+TRAIL kill	Runt-SMMHC FRET	MDM2 E3 inh	TRPN1 ag	TNF necrop inh
N#CCCN(C(=O)COC(=O)c1ccc2c(c1)NC(=O)CS2)c1ccc2c(c1)OCCO2	-5	1.2	-4	-11	-1	6	-2	2.5	-2.7
COC(=O)c1ccc(C23CC4(C2)[C@H](CN(C)[C@@H]4c2ccccc2)C3c2ccc(Cl)nc2)cc1 (some centres undefined)	-27	.	24	-2	8	3	18	.	-3.3

Next part:
SMILES | p47phox inh | TRPML3 ag | CHOP inhibitor | EBV gp42 inh | PPC-1+TRAIL kill | Runt-SMMHC FRET | MDM2 E3 inh | TRPN1 ag | TNF necrop inh
CC1(C)OC(=O)N2CCc3ccccc3C21C (centres undefined) | 2 | 0.7 | 12 | 3 | 10 | 1 | -2 | -0.4 | -1.4
CC(=O)c1cccc(CN2CCN(Cc3ccc(C)cc3)C(CCO)C2)c1 (centres undefined) | 5 | 0.6 | 18 | -6 | 4 | -1 | -4 | -1.3 | 0.2
CCN(CC)C(=O)C(=O)c1cccn1-c1cccc(Cl)c1C#N | -11 | 0.8 | 14 | -2 | 17 | 1 | 8 | -0.3 | 2.5
CC1CCc2c(sc3ncn(CC(=O)N=Nc4c(O)[nH]c5ccccc45)c(=O)c23)C1 (centres undefined) | 19 | 0.7 | 105* | -3 | 0 | -10 | . | 1.0 | 0.4
O=C1CC(c2c[nH]c3ccccc23)C(=O)N1c1ccccc1 (centres undefined) | -12 | 0.8 | 31 | -7 | 8 | -2 | -2 | -0.1 | 11
CCCN1C(=O)c2cc(C(=O)Nc3ccc(OC)cc3OC)ccc2C1Nc1ccc(OC)cc1OC (centres undefined) | . | -0.5 | 12 | 6 | 7 | 0 | . | -1.2 | -0.1
CCCCn1ccnc1C(=O)c1cc(S(=O)(=O)N2CCOCC2)ccc1C | -12 | 1.1 | 68 | -17 | 15 | 1 | -4 | 1.4 | -6.9
Cc1ccn2cc(CCNC(=O)C3CCCCC3)nc2c1 | -16 | -1.0 | -18 | -21 | 14 | 1 | -7 | -2.0 | 2.0
CC(C)(C)c1ccc(C(=O)NNC(=O)Cc2ccccc2)cc1 | -6 | 0.3 | 2 | -14 | 25 | 0 | -5 | -1.3 | 0.9
CCC12CN3CCN(CC(C3)/C1=N\NC(=O)Nc1ccccc1)C2 | -21 | 1.4 | 17 | -4 | 18 | 1 | . | 0.9 | 2.4
O=C(COc1ccccc1Cl)NC(=S)Nc1ccc(CN2CCOCC2)cc1 | -9 | 1.5 | 17 | -15 | 9 | 2 | 2 | 2.0 | 0.4
COc1cc(/C=N/NC(=O)Cn2nc([N+](=O)[O-])cc2C)cc(Br)c1OCc1ccccc1 | -9 | 1.2 | 36 | -12 | 15 | 2 | -22 | 3.4 | -0.4
O=C(/C=C/c1ccco1)NC(=S)Nc1cc(-c2nc3ccccc3s2)ccc1Cl | -6 | 1.4 | -5 | -17 | 18 | -25 | -7 | -1.3 | -0.5
COc1ccccc1Nc1nc(N)nc(CSc2nncn2C)n1 | -6 | 1.0 | 49 | 5 | 4 | 1 | -3 | 0.9 | 0.4
COc1ccc(-n2cnnc2SCC(=O)Nc2ccc(N3CCOCC3)cc2)cc1 | -16 | 1.1 | 24 | -7 | 23 | 2 | -14 | 0.8 | -3.0
COc1ccc(NC(=O)C2CC(=O)N/C(=N/N=C/c3ccccc3)S2)cc1 (centres undefined) | -14 | 0.8 | -22 | -14 | -3 | -2 | -3 | 0.5 | 2.0
COc1ccc(-c2ccc(/C=C(\NC(=O)c3ccccc3)C(=O)N3CCOCC3)o2)cc1 | 0 | 0.1 | -5 | 8 | 14 | -6 | 4 | -0.8 | 1.5
O=C(CSc1nc(-c2ccccc2)cc(=O)[nH]1)NCc1ccc2c(c1)OCO2 | -13 | 0.6 | 37 | 0 | 2 | 0 | 18 | 1.4 | 0.9
